Screens from PubChem.
Giardia kill – Giardia lamblia killing | hit rate 0.15% among 340,000 | Giardia lamblia trophozoite viability | AID 540267 | activity change, % at 7.66 µM, hits read low; in the data active means activity change below about -80%; inconclusive means between about -30% and that limit;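 further: parasites exposed to compound for two days anaerobically before the ATP read; on the % scale 0 is the no-effect control and ±100 the full control effect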
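Compounds were tested on trophozoites seeded at 100 cells/well and held 48 hrs at 37 deg C anaerobically. An ATP-based luminescent kit measured the remaining live cells.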
TCR act – activates T cell receptor signaling; Potency, µM (highest dose often 9.22 µM), without a hit: top-dose activation of IL-2 secretion, actives largely listed as activators; 330,000 tested, under 10 active; primary human leukocytes, anti-CD3, IL-2 HTRF, 48 h; further: % of control where 0% means no effect
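1) Mix primary human leukocytes, a-CD3 beads and compound. 2) Incubate 48 hr. 3) Add HTRF IL-2 reagents (a-IL-2-K, a-IL-2-d2).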
CXXC DNA block – inhibitors of human MLL CXXC domain-DNA interaction. MLL-CXXC / FITC-HOXA9 DNA fluorescence polarization. hit rate 0.037% among 290,000. Potency, µM (highest dose often 115 µM), without a hit: at the top dose activity change, negative = inhibition, usual class: inhibitors; active means well fitted inhibition curve with a large enough effect in the polarisation, with a control signal flat, not every such curve was filed as active; inconclusive means small, poorly fitted or top-dose-only effect, or effect the other way, or a change in a side signal; inactive means no such curve, though single readings can be large or run the other way; the % refers to the polarisation; further: potency means the concentration at half of the fitted maximal effect
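Purified MLL-CXXC (added from a 7 uM solution) was preincubated 5 min at ambient with pinned compounds in 50 mM Tris-HCl pH 7.5, 50 mM NaCl, 1 mM DTT, 0.05% BSA. Fluorescein-labeled HOX-A9 DNA (50 nM solution) followed, 30 min, then polarization read.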
AT treatment – potential ataxia-telangiectasia treatments restoring KAP-1 phosphorylation; […] A-T fibroblasts, KAP-1 phosphorylation AlphaLISA; neocarzinostatin DNA damage 30 min before lysis; Potency, µM (doses to about 57.5 µM), without a hit: top-dose activation, most hits filed as activators; hit rate 0.19% among 320,000; further: potency means the concentration at half of the fitted maximal effect; % of control where 0% means no effect; nearly all actives have a fitted effect of over 45% in size
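hTERT-immortalized A-T patient fibroblasts ([…]), 500 cells/well in OPTI-MEM, 1% FBS, got compounds for 60 min, then NCS for 30 min at 37C. Lysates were then assayed for phospho-KAP-1 by AlphaLISA (anti-pKAP1 donor, anti-KAP1 acceptor beads), 6 hr at 25C.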
Chronic BCR inh – chronic active BCR signaling inhibition | ABC-DLBCL IkBa-CBG/CBR reporter, luminescence ratio, 4 h | Potency, µM (titrated, usually from 46.1 µM), without a hit: top-dose ratio change, negative = lower green/red ratio, most hits filed as inhibitors | hit rate 0.05% among 340,000 | AID 493014; active means well fitted inhibition curve with a large enough effect in the signal ratio, with a control signal flat, not every such curve was filed as active; inconclusive means small, poorly fitted or top-dose-only effect, or effect the other way, or a change in a side signal; the % refers to the signal ratio;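 further: potency means the concentration at half of the fitted maximal effect; plate controls were basal doxycycline-induced cells for no effect and cells given 10 µM MG132 for full effect; MG132 reads +100%, hits lower the ratio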
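Concentration-response series (up to 46 uM) were applied to TMD8 dual-reporter cells for 4 h at 37C with doxycycline. Green/red ratio, after filter-overlap correction, defined %Activity; red signal alone was normalised to basal cells and zero luminescence.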
TSHR antagonist – antagonists of human thyroid stimulating hormone receptor; TSHR-expressing cells, TSH-stimulated cAMP HTRF, 2 h; active compounds read low; AID 504810; hit rate 0.2% among 330,000; activity change, negative = inhibition, % at 11.5 µM; P16473;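 active means activity change below a set negative limit, meaning inhibition stronger than a set level, cut at about -70% in these data; inconclusive means activity change between two set negative limits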; further: on the % scale 0 is the no-effect control and ±100 the full control effect
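Antagonism was scored as loss of TSH-driven cAMP in TSHR cells, stimulated with 4nM TSH (EC80) for 2 hours at 37 deg C and detected by homogeneous HTRF competition immunoassay.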
Tb PFK inh – T. brucei PFK enzyme inhibition; O15648; Potency, µM (highest dose often 57.5 µM), without a hit: at the top dose activity, negative = inhibition, usual class: inhibitors; T. brucei PFK, ADP-Glo luminescence; hit rate 0.17% among 330,000;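 further: potency means the concentration at half of the fitted maximal effect; 0% = uninhibited 1x PFK enzyme wells and -100% = no-enzyme wells; nearly all actives have a fitted effect of over 60% in size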
Target sequence (O15648 whole entry, looked up): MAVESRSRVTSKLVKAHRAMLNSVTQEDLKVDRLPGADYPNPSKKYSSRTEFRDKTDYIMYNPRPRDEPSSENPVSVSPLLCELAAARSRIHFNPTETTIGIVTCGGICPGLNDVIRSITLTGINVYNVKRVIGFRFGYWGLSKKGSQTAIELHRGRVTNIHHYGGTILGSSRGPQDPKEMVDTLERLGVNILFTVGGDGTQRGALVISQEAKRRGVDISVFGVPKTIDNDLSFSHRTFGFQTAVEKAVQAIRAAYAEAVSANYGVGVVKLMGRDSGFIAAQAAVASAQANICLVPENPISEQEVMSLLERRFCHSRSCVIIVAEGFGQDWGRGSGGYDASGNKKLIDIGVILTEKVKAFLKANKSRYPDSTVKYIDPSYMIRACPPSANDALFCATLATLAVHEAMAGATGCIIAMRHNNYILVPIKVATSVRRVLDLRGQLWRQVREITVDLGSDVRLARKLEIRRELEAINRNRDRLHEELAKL
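Compounds were pin-transferred as a titration series up to 57 uM into substrate buffer (0.5 mM F6P, 0.1 mM ATP, pH 8.0), then 1.25 nM PFK was added and reactions ran 45 min before ADP-Glo detection.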
GALK inhibitor – galactokinase (human) inhibition; P51570; Purified GALK, Kinase-Glo residual ATP luminescence; Potency, µM (series often up to 57.5 µM), without a hit: at the highest dose activity change, negative = inhibition, actives largely listed as inhibitors; hit rate 0.007% among 270,000; AID 1868; further: potency means the concentration at half of the fitted maximal effect; on the % scale 0 is the no-effect control and ±100 the full control effect
Target sequence (P51570 whole entry, looked up): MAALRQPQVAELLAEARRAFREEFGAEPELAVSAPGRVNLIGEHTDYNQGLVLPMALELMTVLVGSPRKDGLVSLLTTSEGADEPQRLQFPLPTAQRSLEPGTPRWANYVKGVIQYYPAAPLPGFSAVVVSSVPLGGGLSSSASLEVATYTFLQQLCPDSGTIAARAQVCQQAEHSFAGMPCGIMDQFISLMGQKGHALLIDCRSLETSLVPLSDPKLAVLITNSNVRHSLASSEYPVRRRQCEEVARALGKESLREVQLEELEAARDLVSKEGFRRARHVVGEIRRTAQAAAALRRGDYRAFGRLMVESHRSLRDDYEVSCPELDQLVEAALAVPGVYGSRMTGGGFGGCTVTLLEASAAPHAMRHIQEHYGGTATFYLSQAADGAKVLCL
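ATP-depletion format; final 35 uM ATP, 100 uM D-galactose, 5 nM enzyme; pH 8.0 HEPES/Mg2+ buffer; 60 min RT; luminescence read 10 min after detection reagent.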
Coupling enz – coupling enzyme interference in Giardia aldolase counter-screen; coupling enzyme system counterscreen, AmpLite Red fluorescence; activity change, negative = inhibition, % at 58.2 µM, hits read low; hit rate 0.67% among 290,000; AID 2472; in the data active means activity change below about -30%; further: on the % scale 0 is the no-effect control and ±100 the full control effect
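Final compound at 57.5 uM, incubated 10 min at RT with coupling enzyme reagent (glyceraldehyde-3-phosphate), then 20 min with substrate and AmpLite Red detection. Fluorescence read at 525/598 nm; tests interference with the coupling assay, not aldolase inhibition.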
KCNH2 WT inh – blocks the wildtype human KCNH2 potassium channel. activity change, % at 1.84 µM. U2OS, BacMam KCNH2, thallium flux FluxOr; active compounds read low. AID 720551. hit rate 0.37% among 340,000;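 active means maximum activity change below -70%; inconclusive means maximum activity change between -70% and -50%; inactive means maximum activity change above -50%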; further: on the % scale 0 is the no-effect control and ±100 the full control effect
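U2OS cells transduced with wild-type KCNH2 virus are loaded with FluxOr dye for 45 min, and thallium flux is measured in kinetic reads before and after stimulation buffer. Rate constants are normalized to DMSO controls.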
Starred values were filed as active, the others as inactive; u = inconclusive; x = no result given; & = joins results of further samples; [ ] = dose if it differs, or a comment. Unless noted, the call rests on the fitted dose curve; in most records, active means well fitted curve in the direction sought with a large enough effect; inconclusive means small, poorly fitted or top-dose-only effect, or another doubt; inactive means no such curve, though single readings can be large; an effect the other way counts as inactive or inconclusive.

Value order – Giardia kill	TCR act	CXXC DNA block	AT treatment	Chronic BCR inh	TSHR antagonist	Tb PFK inh	GALK inhibitor	Coupling enz	KCNH2 WT inh
COC(=O)[C@@]12CCCCN1[C@H](c1ccc(-c3ccc(C(C)=O)cc3)cc1)[C@@H]1C(=O)N(C)C(=O)[C@@H]12
 : u	5%	x	10%	2%	-17	0%	x	x	2
COc1ccccc1OCCCCNC(C)(C)C
 : -11	-1%	5%	3%	5%	x	1%	2%	13	-2
CN(CC(=O)Nc1cccc(F)c1)C(=O)c1cn(-c2ccccc2)nc1-c1ccccc1
 : 2	-5%	-2%	4%	0%	-11	0%	-7%	x	-48
CCCn1c2ccccc2c2nnc(SCCN3CCOCC3)nc21
 : 9	4%	-10%	-2%	4%	-11	-3%	2%	2	6
O=[N+]([O-])c1ccccc1SN(Cc1ccccc1)c1ccccn1
 : 0	-4%[46.1 µM]	1%	-1%	2%	15	u	1%	0	11
COC(=O)CCC(=O)N1CCc2cc(S(=O)(=O)N3CCN(c4ccccc4Cl)CC3)ccc21
 : -1	-3%	-4%	3%	0%	-3	3%	1%	3	-2
CC(C)C1Nc2ccc(C(=O)NCc3ccco3)cc2NC1=O (stereo not given)
 : -15	-5%	-4%	-7%	15%	-11	0%	-3%	1	-3
CC(C)CNC(=O)C1CCN(c2ccc(S(=O)(=O)N3CCOCC3)cc2Cl)CC1
 : 1	x	-2%	6%	0%	-15	-1%	2%	0	-8
COC(=O)[C@@H]1C[C@H]2CC[C@H](O)C[C@H]2N1Cc1ccc(C)s1
 : -8	0%	-7%	26%	0%	2	3%	-2%	5&1	-7
CC(C)Oc1cccc(C(=O)C2CCCN(C(=O)c3ccsc3)C2)c1 (stereo not given)
 : -1	-3%	25%	-3%	7%	6	2%	0%	2	-14
C=CCOc1cccc(/C=N/NC(=O)C(=O)NCc2ccco2)c1
 : 8	-2%	13%	4%	-6%	-7	-1%	-3%	x	-13
CNC(=O)N1CCN(C(=O)NC)CC1
 : 13	-3%	1%	-2%	1%	-2	-4%	-1%	0	15
Cc1ccccc1C(=O)NC(CC(C)C)C(=O)OCc1cc(=O)n2cc(Br)ccc2n1 (stereo not given)
 : -12	-2%[46.1 µM]	16%	5%	7%	14	-1%	-1%	4	-9
O=C(c1ccccc1)c1ccc(C(=O)N2CCN(c3ccc(F)cc3)CC2)o1
 : 2	-18%	-1%	2%	-8%	-13	4%	6%	-1	19
CC(=O)NC(CC(=O)OC(C)C(=O)Nc1ccc(Cl)cn1)c1ccccc1 (stereo not given)
 : 11	9%	x	-7%	-1%	-2	5%	x	x	-1
CCNc1cc(N2CCN(S(=O)(=O)c3ccc4c(c3)CCCC4)CC2)ccc1[N+](=O)[O-]
 : -3	-5%	0%	11%	-1%	19	-2%	0%	1	-5
CC(CN1CCN(C)CC1)OC(=O)c1ccccc1Cl (stereo not given)
 : 15	5%	-12%	6%	5%	8	2%	-1%	0	3
CCOc1cnc(C(=O)NNC(=O)c2ccccc2Br)o1
 : 3	6%	1%	-6%	1%	-8	-2%	1%	2	1
O=[N+]([O-])c1cc(Cl)ccc1-c1nc(-c2ccncc2)no1
 : -7	4%	7%	7%	14%	-4	1%	8%	-1	1
O=C1C2CC=CCC2C(=O)N1c1ccc(OCC(O)Cn2nnc3ccccc32)cc1 (stereo not given)
 : 8	0%	-4%	-3%	2%	-10	2%	-1%	1	-3
CCCOC(=S)N/C(=N\S(=O)(=O)c1ccccc1)c1ccccc1
 : -2	-1%	10%	-2%	12%	5	-18%	0%	5	-12
CC(C)(C)C(=O)NCCc1nc2ccccc2n1CC(=O)c1ccccc1
 : -15	8%	12%	-14%	-7%	8	-4%	x	3	-5
COC(=O)c1cc2c(s1)-c1ccccc1CC2
 : 17	3%	-1%	17%	4%	4	-2%	1%	1	4
Cc1ccc(O)c(NC(=O)c2ccc3c(c2)C(=O)N(Cc2cccnc2)C3=O)c1
 : 10	0%	5%	-5%	-2%	-12	1%	0%	3	0
COc1cc2c(cc1OC)C1=NC(=O)CN1C(SCc1ccc(C)cc1)=N2
 : -15	-4%	-1%	-10%	u	17	2%	-2%	11	-5
S=C(NCc1ccco1)N/N=C/c1ccccc1Cl
 : -3	-4%[46.1 µM]	-2%	-4%	-14%	6	u	0%	-3	22
CC(=O)Nc1ccc(C(=O)N(C)c2ccccc2)cc1
 : -6	-3%	1%	-1%	-1%	1	-3%	-1%	3	-9
NS(=O)(=O)c1cccc(NC(=O)CSc2nn(-c3ccccc3)c(=S)s2)c1
 : -9	2%[46.1 µM]	-1%	4%	-2%	-19	0%	-3%	4	2
Cc1nonc1CN(C)C(=O)CC1C(=O)NCCN1Cc1cccc(C(F)(F)F)c1 (stereo not given)
 : -12	5%	-15%	-1%	-14%	-9	-5%	-1%	-20	-8
S=c1[nH]nc(C2CCCCC2)n1/N=C/c1ccc(Br)s1
 : 0	-4%	0%	-10%	6%	3	0%	0%	1	-5
CS(=O)(=O)c1ccc(NC(=O)c2cccc(S(=O)(=O)N3CCN(Cc4ccccc4)CC3)c2)cc1
 : 9	0%	5%	15%	u	-19	2%	-4%	x	2
O=C(O)CN1C(=O)C(=O)N(Cc2cccc(F)c2)C1=O
 : -7	5%	10%	0%	0%	-7	1%	-1%	0	-4
CC(C)c1nc(C#N)c(NCCCn2ccnc2)o1
 : 2	3%	5%	-8%	1%	2	2%	0%	6	25
COc1cc2c(cc1OC)CN(Cc1cc(=O)n3c(-c4ccccc4)csc3n1)CC2
 : 10	7%	17%	0%	2%	7	0%	6%	-23	7
COc1ccccc1C(=O)C1CCCN(Cc2ccc3c(c2)OCCO3)C1 (stereo not given)
 : 17	-5%	0%	-5%	0%	0	-3%	-2%	-11	20
COc1ccc(C(=O)Nc2ccc3c(c2)C(=O)c2ccccc2C3=O)cc1OC
 : 0	-2%[46.1 µM]	9%	-2%	0%	-3	0%	x	1	-3
COC(=O)\C(C(C)=O)=C(/C=C/C=C/C=C/N(C)C)N(C)C
 : 1	4%	u	-6%	0%	5	u	x	-11	2
O=C(O)CC1COc2ccccc2N1C(=O)c1ccccc1Cl (stereo not given)
 : u	1%	6%	-2%	6%	9	0%	1%	4	18
O=C(c1cc2ccccc2o1)N1CCN(S(=O)(=O)c2ccc(F)c(F)c2F)CC1
 : 5	7%	x	9%	7%	-4	0%	x	x	0
Cc1ccc(N=Nc2ccc3ccccc3c2O)cc1
 : -26	x	-20%	-11%	0%	-6	0%	6%	0	-5
C(=C\c1ccccc1)/CSc1nnc(-c2ccncc2)n1Cc1ccco1
 : 7	3%	1%	5%	1%	0	-6%	3%	0	13
Cc1nn(CC(=O)c2ccc3c(c2)OCCO3)c(=O)c(C#N)c1C
 : -29	-1%	x	5%	0%	0	-12%	x	x	3
CN1C=CC=C/C1=C1/N=C(c2ccccc2)OC1=O
 : 8	-4%	-3%	-4%	3%	0	-1%	13%	-3	3
CCc1ccc(NC(=O)/C(C#N)=C/c2cc3ccc(C)cc3nc2N2CCOCC2)cc1
 : 0	0%[46.1 µM]	0%	-4%	5%	-5	5%	0%	1	0
Cc1ccc(CS(=O)Cc2ccc(C(=O)NCC(C)c3ccccc3)o2)cc1 (stereo not given)
 : 15	-6%	7%	4%	2%	-16	3%	-2%	x	22
O/N=C1/CCc2nonc2/C1=N/O
 : -14	0%	4%	-4%	-13%	7	-3%	-4%	4	-17
CCOc1ccc(NC(=O)COC(=O)Cn2cnnn2)cc1OCC
 : 1	4%	10%	-3%	-2%	7	0%	2%	1	-36
CCOC(=O)c1nc(C)n(-c2ccc(Cl)cc2Cl)n1
 : -4	0%	-1%	-2%	8%	7	-2%	3%	3	-1
Cc1cc(C(=O)CN2C(=O)NC(C)(c3ccccc3)C2=O)c(C)n1CC1CCCO1 (stereo not given)
 : -19	11%[46.1 µM]	2%	-1%	0%	0	-1%	-1%	-2	2
CCOC(=O)c1cccc(-c2ccc(C=O)o2)c1
 : 8	7%[46.1 µM]	13%	10%	6%	3	8%	0%	2	0
Cc1cc(C(=O)N/N=C/c2ccncc2)c(C)o1
 : -8	-7%	2%	-4%	u	6	0%	7%	0	-2
CCc1ccccc1N(CC(=O)NCCc1ccccc1)C(=O)CCC(=O)Nc1ccccn1
 : -4	-3%	-6%	15%	5%	42	1%	1%	1	7
Cc1onc(-c2ccccc2Cl)c1C(=O)NCc1cccnc1
 : -4	x	-5%	-10%	-2%	0	-3%	-6%	2	-13
Cc1ccc2oc(C(=O)N(Cc3ccc(N(C)C)cc3)CC3CCCO3)c(C)c2c1 (stereo not given)
 : -2	-6%	0%	-1%	2%	-5	3%	4%	x	4
CCOC(=O)c1cc(=O)n2nc(-c3ccccc3F)nc2s1
 : 12	7%	-24%	16%	u	11	-17%	-5%	1	6
CN(c1ccccc1)c1ccc(/C=N/N2CCOCC2)cc1
 : -16	0%[46.1 µM]	3%	-6%	u	-6	0%	-1%	1	2
